Compound activity (PubChem)
NSD2 inh = NSD2 (human) methyltransferase inhibition | O96028 | NSD2 peptide methylation, AlphaScreen, 120 min | inhibition, % at 12.5 µM | 310,000 tested, 0.54% active | AID 743445; in the data active = inhibition above about 50%
Arrestin-AP2 inh = blocks beta-arrestin peptide binding to AP2 adaptin; FITC-arrestin peptide / GST-AP2 beads, flow cytometry; AP2 beta2 appendage carries R879A mutation; 340,000 tested, 0.31% active; inhibition, % at 10 µM; AID 504490;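 active = inhibition above a set limit, near 3 SD of compounds lacking own fluorescence, cut at about 54% in these data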;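 also: plate controls were DMSO wells for no effect and 5 µM unlabelled arrestin peptide for full effect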
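system = GST-tagged AP2 beta2-adaptin appendage (R879A) on 4 µm glutathione beads | reagent = FITC-labelled arrestin peptide probe, 50 nM final | schedule = compound with beads 12 min RT, then probe 1 h RT | signal = HyperCyt-sampled flow cytometry, FL1 channel, ex 488/em 535 nm | read-out = percent response from loss of bead-bound FITC fluorescence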
PvdQ acylase = blocks Pseudomonas aeruginosa PvdQ acylase activity; inhibition, % at 10 µM; 340,000 tested, 0.063% active; purified PvdQ acylase, fluorescence plate reader; in the data active = inhibition above about 30%, passing the limit was not always enough;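 also: 0% = vehicle neutral wells and 100% = reference inhibitor wells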
SR-BI HDL uptake = mouse SR-BI HDL lipid transfer inhibition | Q61009 | ldlA[mSR-BI] CHO cells, DiI-HDL uptake fluorescence, 3 h | inhibition, % at 12.5 µM | 320,000 tested, 0.96% active;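 active = mean replicate inhibition of at least 70% and a set share of replicates each scoring 70 or more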;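 also: 0% = median of neutral control wells and 100% = median of positive control wells; values of inactives mirror those of a sister screen read the other way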
Target sequence (Q61009 whole entry, looked up): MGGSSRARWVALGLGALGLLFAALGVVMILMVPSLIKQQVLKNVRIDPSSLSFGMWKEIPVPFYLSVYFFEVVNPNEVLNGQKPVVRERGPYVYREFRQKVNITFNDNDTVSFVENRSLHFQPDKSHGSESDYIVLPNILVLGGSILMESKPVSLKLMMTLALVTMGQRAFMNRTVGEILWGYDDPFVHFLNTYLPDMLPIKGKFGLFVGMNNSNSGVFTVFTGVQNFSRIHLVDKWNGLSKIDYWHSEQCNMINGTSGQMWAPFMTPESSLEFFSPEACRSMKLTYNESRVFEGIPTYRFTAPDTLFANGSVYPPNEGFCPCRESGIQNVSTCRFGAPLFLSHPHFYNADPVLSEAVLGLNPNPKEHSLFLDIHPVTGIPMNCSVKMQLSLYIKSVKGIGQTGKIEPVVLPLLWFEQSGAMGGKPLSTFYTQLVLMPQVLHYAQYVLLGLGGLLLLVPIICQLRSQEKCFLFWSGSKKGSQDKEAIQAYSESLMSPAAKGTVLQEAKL
RTF Ca sens inh = cardiac RTF calcium desensitization. AID 493244. IANBD-labeled cardiac RTF, Ca2+ fluorescence. P19429+P45379. inhibition, % at 7.15 µM. 340,000 tested, 0.12% active;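 active = inhibition above the mean inhibition of all tested compounds plus 3 SD, cut at about 17% in these data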;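 also: assay run at fixed EC70 calcium of 1.6 mM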
Keap1-Nrf2 PPI = disrupts human Keap1 binding to Nrf2 peptide; 340,000 tested, 0.15% active; inhibition, % at 9.4 µM; Keap1 Kelch-Nrf2 peptide fluorescence polarization, 1536-well; Q14145; in the data active = inhibition above about 12%;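 also: human Keap1 Kelch domain with fluorescein labeled Nrf2 9mer peptide probe; 0% = neutral control wells and 100% = peptide positive control; higher means more block of Keap1 binding to Nrf2 peptide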
SR-BI uptake up = activators of SR-BI mediated HDL lipid uptake; CHO ldlA[mSR-BI] cells, DiI-HDL uptake fluorescence, 3 h; 100 = double the neutral-control signal; activation, % at 12.5 µM; 320,000 tested, 0.096% active;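 active = mean replicate activation of at least 60% and every replicate at or above 60%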;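 also: 0% = median plate neutral-control signal and 100% = twice that signal; values of inactives mirror those of a sister screen read the other way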
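System: LDL receptor-deficient CHO ldlA cells overexpressing murine SR-BI | Timing: 3 h uptake period with compound, 37 °C | Medium: HEPES-buffered (25 mM, pH 7.4) F12 plus 0.5% BSA | Dosing: Single-point compound dose | Signal: Bottom-read fluorescence, 550/595 nm | Read-out: Retained DiI signal reflecting DiI-HDL uptake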
PKA-R2B activ = PKA-R2B complex activation; P22694+P31323; PKA-R2B holoenzyme dissociation, Cy5-IP20 fluorescence polarization; R2B truncated from residue 108, S112A mutant; 0% DMSO only, 100% 113 µM cGMP; activation, % at 11.4 µM; 340,000 tested, 0.079% active; AID 504700;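 active = activation above a cutoff set at the mean over all compounds plus 3 SD, cut at about 18% in these data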;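 also: higher means more holoenzyme dissociation and a rise in polarization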
Target sequence (P31323 whole entry, looked up, other chains not shown, the tested form may be a part): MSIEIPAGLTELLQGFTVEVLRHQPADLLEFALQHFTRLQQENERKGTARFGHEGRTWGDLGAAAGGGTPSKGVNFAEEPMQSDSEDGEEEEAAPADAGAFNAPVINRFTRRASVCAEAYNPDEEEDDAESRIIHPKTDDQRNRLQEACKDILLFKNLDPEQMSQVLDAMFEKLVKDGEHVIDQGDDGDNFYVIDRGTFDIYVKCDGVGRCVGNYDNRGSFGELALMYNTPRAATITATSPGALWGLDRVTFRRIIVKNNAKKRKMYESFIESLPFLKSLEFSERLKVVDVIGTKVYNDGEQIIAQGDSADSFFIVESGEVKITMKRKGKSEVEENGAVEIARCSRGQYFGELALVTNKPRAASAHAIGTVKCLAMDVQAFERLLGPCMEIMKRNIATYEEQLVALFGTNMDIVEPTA
DAGLB inhibitor = diacylglycerol lipase beta (human) inhibition | 340,000 tested, 0.059% active | inhibition, % at 5.17 µM | HEK293T DAGLB membrane lysate, EnzChek fluorogenic substrate; in the data active = inhibition above about 34%;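 also: 0% = enzyme with vehicle and 100% = wells lacking enzyme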
LANA DNA inh = inhibitors of KSHV LANA C-terminal domain DNA binding; MBP-C-LANA/FAM-LBS DNA binding, fluorescence polarization; inhibition, % at 9 µM; 340,000 tested, 0.078% active; AID 504423;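 active = highest replicate inhibition at or above 60% at 9 µM, even if other replicates fall short; inactive = all replicates below 60% inhibition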;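 also: 0% = neutral control wells and 100% = 4 µM acridine orange control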
The depositor's hits bear a star; nt = not tested or not shown.

SMILES	NSD2 inh	Arrestin-AP2 inh	PvdQ acylase	SR-BI HDL uptake	RTF Ca sens inh	Keap1-Nrf2 PPI	SR-BI uptake up	PKA-R2B activ	DAGLB inhibitor	LANA DNA inh
N#C/C(=N\Nc1ccccc1F)c1nc(-c2ccccc2)cs1	2	5	0	71*	-4	0	-71	3	-3	0.0
Cc1nnc(NC(=O)C2CCCN(S(=O)(=O)c3ccccc3C(F)(F)F)C2)s1 (centres undefined)	nt	5	-7	-5	0	1	5	4	-2	1.4
CC(C)CNCC(=O)N1c2ccccc2Sc2ccccc21	6	25	5	-7	1	1	7	-1	-1	0.6
Cn1nccc1NC(=O)Nc1ccccc1	-3	28	4	-17	-5	-3	17	0	0	-1.8
CCOc1ccccc1NC(=S)NCc1ccco1	1	6	-8	21	-7	-3	-21	10	1	0.1
COCc1nnc(NC(=O)CCCCCN2C(=O)c3ccccc3C2=O)s1	2	-5	-6	-29	-5	-2	29	-3	1	1.3
Nc1cc(=O)[nH]c2nnc(SCC(=O)Nc3cccc4ccccc34)n12	0	13	-10	5	0	-4	-5	0	1	-0.1
Oc1ccc(-c2nc3ccc4ccccc4c3c3c2CCC3)cc1O	-1	3	2	40	11	-1	-40	-6	7	-0.5
CCOc1ccc(CC(=O)N/N=C/c2cccnc2)cc1OCC	-2	6	-9	0	-6	0	0	6	-1	-1.4
CSc1ccccc1C(=O)C1CCCN(C(=O)CCc2cccnc2)C1 (centres undefined)	-1	-1	-10	-32	-13	-5	32	-2	-1	2.4
Cc1cccc(N2CCN(C(=O)C3CCN(c4ncnc5c4nc4n5CCCCC4)CC3)CC2)c1C	11	7	-11	74*	1	-4	-74	-9	0	-1.0
COc1ccc(/C=C2\C(=N)N3N=C(CC(=O)N4CCOCC4)SC3=NC2=O)cc1	5	45	8	-29	4	0	29	-11	0	-0.4
Cn1c(/C(C#N)=C(\O)c2cccc(F)c2)nc2ccccc21	nt	15	3	-5	2	-5	5	-4	0	-1.7
O=[N+]([O-])c1ccc(N2CCN(c3ccc(F)cc3)CC2)cc1	-3	0	11	27	3	-3	-27	3	55*	-1.2
N#CCCN1CCN(S(=O)(=O)c2ccc(C3CCCCC3)cc2)CC1	-2	-5	-9	-56	-9	-4	56	8	-1	-1.6
CN(C)c1cc(Nc2ccc(O)cc2)c([N+](=O)[O-])c2nonc12	0	-7	-6	0	3	-1	0	-5	1	0.8
CCOc1ccc(OCC)c(NC(=O)C2CCCN(S(=O)(=O)c3cnc[nH]3)C2)c1 (centres undefined)	nt	11	-5	3	-1	-1	-3	-13	-1	-1.6
COc1nc(SCC(=O)Nc2ccccc2Cl)nc(N(C)C)n1	-3	5	4	-8	6	-1	8	-21	1	1.6
COc1ccc(C(=O)C2CCCN(C(=O)CCNC(C)=O)C2)cc1OC (centres undefined)	0	39	-4	5	5	-1	-5	1	-2	-2.3
CCN(CC)C(=O)c1cn(CC)c(=O)c2cc(OC)c(OC)cc12	nt	23	6	-42	11	2	42	-3	0	-1.6

Some of the entries so far, as labelled records:
> N#CCCN1CCN(S(=O)(=O)c2ccc(C3CCCCC3)cc2)CC1
- NSD2 inh = -2
- Arrestin-AP2 inh = -5
- PvdQ acylase = -9
- SR-BI HDL uptake = -56
- RTF Ca sens inh = -9
- Keap1-Nrf2 PPI = -4
- SR-BI uptake up = 56
- PKA-R2B activ = 8
- DAGLB inhibitor = -1
- LANA DNA inh = -1.6

> CN(C)c1cc(Nc2ccc(O)cc2)c([N+](=O)[O-])c2nonc12
- NSD2 inh = 0
- Arrestin-AP2 inh = -7
- PvdQ acylase = -6
- SR-BI HDL uptake = 0
- RTF Ca sens inh = 3
- Keap1-Nrf2 PPI = -1
- SR-BI uptake up = 0
- PKA-R2B activ = -5
- DAGLB inhibitor = 1
- LANA DNA inh = 0.8

More entries.
SMILES	NSD2 inh	Arrestin-AP2 inh	PvdQ acylase	SR-BI HDL uptake	RTF Ca sens inh	Keap1-Nrf2 PPI	SR-BI uptake up	PKA-R2B activ	DAGLB inhibitor	LANA DNA inh
COc1ccc2nc(Nc3ccccc3)sc2c1	nt	1	-5	17	-1	-2	-17	-12	2	-0.4
CCOC(=O)C1=CN(CC)S(=O)(=O)NC1c1ccc(C(F)(F)F)cc1 (centres undefined)	nt	3	3	-12	-3	8	12	3	-1	-0.8
NNC(=O)CNC(c1ccccc1)c1cc(Br)ccc1NC(=O)c1ccc(Br)cc1 (centres undefined)	-3	11	12	17	-6	-5	-17	-3	-1	-0.2
CC(C)(C)NC(=O)NC(=O)CSc1n[nH]c(-c2ccccc2Br)n1	1	5	-5	6	2	0	-6	3	5	-0.3
COC(=O)Cn1c(=NC(=O)c2cc(OC)cc(OC)c2)sc2cc(OC)ccc21	-2	-5	-10	62	-10	6	-62	-10	-6	0.0
O=S(=O)(Nc1cccc(C(F)(F)F)c1)c1cccnc1	0	23	10	-11	6	-5	11	0	-1	-0.1
COC(=O)c1[nH]c2ccccc2c1NC(=O)C(C)N1CC(C)OC(C)C1 (centres undefined)	19	11	-10	5	nt	-1	-5	nt	nt	-0.8
N/C(=N\c1nc2ccccc2o1)NC(=O)c1ccccc1NC(=O)c1ccccc1	-3	4	5	27	1	-2	-27	-2	-1	0.5
C[n+]1ccc(CC2C(=[N+]([O-])[O-])C=Nc3ncnn32)cc1 (centres undefined)	5	14	-6	-2	0	-1	2	-2	-1	-1.9
COc1ccccc1/C=C1\CCC(C2CCCC2)C1=O (centres undefined)	43	2	-14	-19	-1	-3	19	1	-15	-1.5
O=C1/C(=N\S(=O)(=O)c2cccs2)C([n+]2cccc(Cc3ccccc3)c2)=C([O-])c2ccccc21	1	24	-3	-3	nt	5	3	nt	nt	6.4
CC(C)N(C(=O)c1ccc2nc(-c3ccccc3)c(-c3ccccc3)nc2c1)C(C)C	0	2	-2	51	-10	2	-51	13	-6	-1.6
CCn1c(CC(=O)Nc2ccccc2OC)nnc1SCC(=O)Nc1ccccc1F	-4	-10	-12	-6	-9	1	6	1	-1	0.2
N#Cc1ccc(C(=O)CSc2n[nH]c(=O)n2Cc2ccco2)cc1	-7	15	-8	-6	2	0	6	3	0	2.1
CSCCC(NC(=O)c1ccc(Cl)cc1Cl)C(=O)NNC(=O)c1csc(N2CCOCC2)n1 (centres undefined)	-1	4	-5	9	-7	1	-9	8	1	-0.2
COc1ccc2[nH]c(=O)c(CN(C(=O)C3CCCO3)c3ccc(C)cc3)cc2c1 (centres undefined)	1	6	-5	5	4	-1	-5	0	0	0.8
CCC[N+]1(CC#CCC(c2ccccc2)c2ccccc2)CCCCC1	0	4	-10	-23	-7	2	23	1	-4	-1.8
COc1ccccc1C(OC(=O)c1cccs1)C(=O)NCC1CCCO1 (centres undefined)	-4	-5	-16	-34	-12	-5	34	0	0	0.6
Cn1c(-c2cccs2)[n+](C)c2ccccc21	15	7	-1	-21	2	-2	21	-3	1	-1.2
COc1ccc(N2CC(C(=O)NCCS(=O)(=O)N3CCN(c4ccccc4)CC3)CC2=O)cc1 (centres undefined)	-3	1	-14	-17	-2	-6	17	2	2	0.0

DAGLB inhibitor, entries above that show a hit
compound,NSD2 inh,Arrestin-AP2 inh,PvdQ acylase,SR-BI HDL uptake,Keap1-Nrf2 PPI,SR-BI uptake up,PKA-R2B activ,DAGLB inhibitor,LANA DNA inh
O=[N+]([O-])c1ccc(N2CCN(c3ccc(F)cc3)CC2)cc1,-3,0,11,27,-3,-27,3,55*,-1.2

New compounds follow
SMILES	NSD2 inh	Arrestin-AP2 inh	PvdQ acylase	SR-BI HDL uptake	RTF Ca sens inh	Keap1-Nrf2 PPI	SR-BI uptake up	PKA-R2B activ	DAGLB inhibitor	LANA DNA inh
CCc1nc(NCCO)c(C#N)c2c1CSC(C)(C)C2	2	4	-13	10	-1	-11	-10	1	0	1.6
C/C(=N\NC(=O)CCc1ccc(S(=O)(=O)N2CCOCC2)cc1)c1ccc(Br)cc1	-2	9	0	4	2	0	-4	-7	0	-4.0
CCC(C)NC(=O)c1cn(-c2cccc(C)n2)cn1 (centres undefined)	3	6	-6	17	-5	-2	-17	2	-2	1.7
O=C(COc1ccc2c3c(c(=O)oc2c1)CCC3)NC1CCCCC1	-2	6	-7	-9	4	-2	9	-10	2	0.5
Cc1ccc(OCc2nc(C#N)c(NCCCn3ccnc3)o2)cc1	5	23	2	-7	-1	-2	7	-3	-1	2.2
Cc1onc(-c2ccccc2Cl)c1C(=O)NNC(=O)c1cccc(F)c1	-1	-7	-12	nt	7	-1	nt	3	0	-3.9
Cc1ccccc1NC(=O)C1CC(=O)n2ncnc2N1 (centres undefined)	-4	-1	-5	-18	3	-1	18	-1	0	-2.2
O=C(C1=C[C@H](c2ccccc2)C[C@H](OCCCCO)O1)N1CCOCC1	nt	-1	-4	2	-17	-6	-2	2	-2	-0.6
Cc1onc(-c2ccccc2)c1C(N)=O	-3	4	4	10	1	3	-10	4	1	-0.5
O=c1c(-c2nnc(SCc3ccc(Cl)cc3Cl)o2)cccn1Cc1ccccc1	-1	4	-35	31	-9	-8	-31	3	-1	-1.0
O=C(Nc1ccc(S(=O)(=O)N2CCCC2)cc1)C1COc2ccccc2O1 (centres undefined)	nt	7	-16	2	-2	-3	-2	3	0	0.0
NS(=O)(=O)c1ccc(Cl)cc1[N+](=O)[O-]	-4	6	-13	-22	-3	-5	22	0	2	-0.1
Cc1ccc(C(=O)Nc2ccc(Nc3ccccc3)cc2)cc1C	4	16	-5	99*	1	0	-99	5	5	-0.6
O=c1c2ccccc2ncn1-c1cccc(Cl)c1	-1	4	-13	-12	1	-4	12	6	1	2.9

By substructure: the entries above containing bromine.
SMILES	NSD2 inh	Arrestin-AP2 inh	PvdQ acylase	SR-BI HDL uptake	RTF Ca sens inh	Keap1-Nrf2 PPI	SR-BI uptake up	PKA-R2B activ	DAGLB inhibitor	LANA DNA inh
NNC(=O)CNC(c1ccccc1)c1cc(Br)ccc1NC(=O)c1ccc(Br)cc1 (centres undefined)	-3	11	12	17	-6	-5	-17	-3	-1	-0.2
CC(C)(C)NC(=O)NC(=O)CSc1n[nH]c(-c2ccccc2Br)n1	1	5	-5	6	2	0	-6	3	5	-0.3
C/C(=N\NC(=O)CCc1ccc(S(=O)(=O)N2CCOCC2)cc1)c1ccc(Br)cc1	-2	9	0	4	2	0	-4	-7	0	-4.0
